Assay outcomes deposited in PubChem by National Center for Advancing Translational Sciences (NCATS).
Tb PFK block: qHTS Assay to Find Inhibitors of T. brucei phosphofructokinase. ATP-dependent 6-phosphofructokinase (Trypanosoma brucei brucei), O15648. T. brucei PFK, ADP-Glo luminescence. Potency, µM (highest dose often 57.5 µM), inactives show at the top dose activity, negative = inhibition, actives largely listed as inhibitors. 330,000 compounds, 0.17% hits. AID 485367, 2010;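 also: potency is read from the fitted curve at half-maximal effect; 0% = uninhibited 1x PFK enzyme wells and -100% = no-enzyme wells; nearly all actives have a fitted effect of over 60% in size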
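PFK 1.25 nM, F6P 0.5 mM, ATP 0.1 mM, 0.1 M TEA pH 8.0, 5 mM MgCl2, 0.01% Tween20, 0.1% BSA; 45 min RT. ADP-Glo readout. qHTS titration up to 57 uM; curves fitted, compounds curve-classed.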
Giardia kill: Small Molecules that selectively kill Giardia lamblia: qHTS | 340,000 compounds, 0.15% hits | activity change, % at 7.66 µM, hits read low | Giardia lamblia trophozoite viability; in the data active = activity change below about -80%; inconclusive = between about -30% and that limit;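 also: parasites exposed to compound for two days anaerobically before the ATP read; % is scaled to controls: 0 for no effect and ±100 for the full control effect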
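ATP-content bioluminescence gauges trophozoite survival. Cells (100/well) receive compound and incubate anaerobically for 48 hrs at 37 deg C; detection reagent follows for 15-30 min at room temperature.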
TCR activator: Activators of T cell receptors: qHTS campaign; primary human leukocytes, anti-CD3, IL-2 HTRF, 48 h; Potency, µM (highest dose often 9.22 µM), without a hit: at the highest dose activation of IL-2 secretion, most hits filed as activators; 330,000 tested, under 10 active; also: % of control where 0% means no effect
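Using a-CD3 beads without co-stimulation, primary human leukocytes were exposed to compounds for 48 hr. An HTRF IL-2 kit measured the cytokine, with europium-to-d2 energy transfer producing emission at 665nm upon 320nm excitation.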
FBPA coupling cs: qHTS Assay for Inhibitors of Fructose-1,6-bisphosphate Aldolase from Giardia Lamblia: Coupling assay counterscreen | 290,000 compounds, 0.67% hits | coupling enzyme system counterscreen, AmpLite Red fluorescence | activity change, negative = inhibition, % at 58.2 µM, hits read low; in the data active = activity change below about -30%; also: % is scaled to controls: 0 for no effect and ±100 for the full control effect
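Activity here indicates interference with the coupling reaction, not aldolase inhibition. Compounds at 57.5 uM final met coupling enzymes for 10 min at RT; substrate and AmpLite Red detection followed, with a 525/598 nm fluorescence read after 20 min.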
hERG WT inh: qHTS for Inhibitors of KCHN2 3.1: Wildtype qHTS. U2OS, BacMam KCNH2, thallium flux FluxOr; active compounds read low. activity change, % at 1.84 µM. 340,000 compounds, 0.37% hits. AID 720551, 2013;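 active = maximum activity change below -70%; inconclusive = maximum activity change between -70% and -50%; inactive = maximum activity change above -50%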; also: % is scaled to controls: 0 for no effect and ±100 for the full control effect
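U2OS cells transduced with wild-type KCNH2 virus are loaded with FluxOr dye for 45 min, and thallium flux is measured in kinetic reads before and after stimulation buffer. Rate constants are normalized to DMSO controls.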
BCR signal inh: qHTS Assay to Find Inhibitors of Chronic Active B-Cell Receptor Signaling. ABC-DLBCL IkBa-CBG/CBR reporter, luminescence ratio, 4 h. Potency, µM (series often up to 46.1 µM), for the others: at the highest dose ratio change, negative = lower green/red ratio, hits mostly inhibitors. 340,000 compounds, 0.05% hits. AID 493014, 2011; active = well fitted inhibition curve with a large enough effect in the signal ratio, with a control signal flat, not every such curve was filed as active; inconclusive = small, poorly fitted or top-dose-only effect, or effect the other way, or a change in a side signal; the % refers to the signal ratio;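 also: potency is read from the fitted curve at half-maximal effect; plate controls were basal doxycycline-induced cells for no effect and cells given 10 µM MG132 for full effect; MG132 reads +100%, hits lower the ratio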
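TMD8 ABC-DLBCL cells carrying doxycycline-inducible green luciferase fused to IkappaBalpha plus unfused red luciferase were exposed to compounds (up to 46 uM) for 4 hrs at 37C. Activity came from the overlap-corrected green/red luminescence ratio.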
A-T KAP1 phos: qHTS Assay for Identifying a Potential Treatment of Ataxia-Telangiectasia | […] A-T fibroblasts, KAP-1 phosphorylation AlphaLISA; neocarzinostatin DNA damage 30 min before lysis | Potency, µM (highest dose often 57.5 µM), for inactives: top-dose activation, hits mostly activators | 320,000 compounds, 0.19% hits | AID 485349, 2010; also: potency is read from the fitted curve at half-maximal effect; % of control where 0% means no effect; nearly all actives have a fitted effect of over 45% in size
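hTERT-immortalized A-T patient fibroblasts ([…]), 500 cells/well in OPTI-MEM, 1% FBS, got compounds for 60 min, then NCS for 30 min at 37C. Lysates were then assayed for phospho-KAP-1 by AlphaLISA (anti-pKAP1 donor, anti-KAP1 acceptor beads), 6 hr at 25C.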
GALK inhibitor: qHTS Assay for Inhibitors of Human Galactokinase (GALK); P51570; Potency, µM (doses to about 57.5 µM), inactives show at the highest dose activity change, negative = inhibition, actives largely listed as inhibitors; 270,000 compounds, 0.007% hits; Purified GALK, Kinase-Glo residual ATP luminescence; also: potency is read from the fitted curve at half-maximal effect; % is scaled to controls: 0 for no effect and ±100 for the full control effect
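Luminescence from leftover ATP (Ultra-Glo luciferase/luciferin) served as read-out after a 1 h room-temperature reaction of 5 nM GALK with 35 uM ATP and 100 uM galactose.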
CXXC DNA block: qHTS Fluorescence Polarization Assay for Inhibitors of MLL CXXC domain - DNA interaction. Histone-lysine N-methyltransferase 2A (Homo sapiens), Q03164. MLL-CXXC / FITC-HOXA9 DNA fluorescence polarization. Potency, µM (top dose mostly 115 µM), for inactives: at the highest dose activity change, negative = inhibition, actives largely listed as inhibitors. 290,000 compounds, 0.037% hits. AID 2662, 2010; active = well fitted inhibition curve with a large enough effect in the polarisation, with a control signal flat, not every such curve was filed as active; inconclusive = small, poorly fitted or top-dose-only effect, or effect the other way, or a change in a side signal; inactive = no such curve, though single readings can be large or run the other way; the % refers to the polarisation; also: potency is read from the fitted curve at half-maximal effect
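Steps: dispense CXXC domain solution (7 uM) → pin compounds or unlabeled HOX-A9 DNA control → 5 min ambient → add FLSN-HOX-A9 solution (50 nM) → spin → 30 min ambient → fluorescence polarization. Tris pH 7.5/NaCl/DTT/BSA buffer.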
TSHR antag: Antagonists of the Thyroid Stimulating Hormone Receptor: HTS campaign; activity change, negative = inhibition, % at 11.5 µM; 330,000 compounds, 0.2% hits; Thyrotropin receptor (Homo sapiens), P16473; TSHR-expressing cells, TSH-stimulated cAMP HTRF, 2 h; active compounds read low; AID 504810, 2011;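 active = activity change below a set negative limit, meaning inhibition stronger than a set level, cut at about -70% in these data; inconclusive = activity change between two set negative limits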; also: % is scaled to controls: 0 for no effect and ±100 for the full control effect
Target sequence (P16473 whole entry, looked up): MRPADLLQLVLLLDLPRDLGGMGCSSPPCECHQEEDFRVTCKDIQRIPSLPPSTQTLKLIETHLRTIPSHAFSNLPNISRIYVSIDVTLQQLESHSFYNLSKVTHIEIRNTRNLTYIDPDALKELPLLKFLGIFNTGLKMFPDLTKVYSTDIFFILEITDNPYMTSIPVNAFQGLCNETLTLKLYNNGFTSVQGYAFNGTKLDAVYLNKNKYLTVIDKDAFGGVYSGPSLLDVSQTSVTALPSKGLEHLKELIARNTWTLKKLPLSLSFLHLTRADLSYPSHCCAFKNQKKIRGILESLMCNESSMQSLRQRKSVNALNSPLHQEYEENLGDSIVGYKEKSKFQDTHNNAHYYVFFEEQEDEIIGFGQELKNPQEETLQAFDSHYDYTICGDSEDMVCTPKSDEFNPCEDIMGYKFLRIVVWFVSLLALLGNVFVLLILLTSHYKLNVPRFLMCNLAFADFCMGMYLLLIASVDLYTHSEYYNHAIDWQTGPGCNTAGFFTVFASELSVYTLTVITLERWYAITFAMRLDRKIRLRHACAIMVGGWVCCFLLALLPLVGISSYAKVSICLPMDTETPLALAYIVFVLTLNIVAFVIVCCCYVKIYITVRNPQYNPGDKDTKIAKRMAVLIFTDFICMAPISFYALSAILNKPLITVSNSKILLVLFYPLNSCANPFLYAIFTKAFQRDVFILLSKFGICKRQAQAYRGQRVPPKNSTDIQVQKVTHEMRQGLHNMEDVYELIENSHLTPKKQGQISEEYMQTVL
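TSHR-expressing cells, 200/well, pre-treated with compound, then stimulated with EC80 TSH (4nM final) for 2 hours at 37 deg C. cAMP measured by competitive HTRF: anti-cAMP cryptate antibody in lysis buffer plus cAMP-d2, read after 30 minutes at room temperature.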
* hit, by the source's call; ? = inconclusive; · = not tested or not shown; & = joins results of further samples; [ ] = another dose, or the depositor's remark. Unless noted, calls follow the shape of the dose curve; as a rule, active = well fitted curve in the direction sought with a large enough effect; inconclusive = small, poorly fitted or top-dose-only effect, or another doubt; inactive = no such curve, though single readings can be large; an effect the other way counts as inactive or inconclusive. Rows are unselected; any-hit rate near 1.6%.

SMILES	Tb PFK block	Giardia kill	TCR activator	FBPA coupling cs	hERG WT inh	BCR signal inh	A-T KAP1 phos	GALK inhibitor	CXXC DNA block	TSHR antag
CCN(CC)S(=O)(=O)c1cccc(NC(=O)CN2C(=O)NC3(CCC(C)CC3)C2=O)c1 (stereo not drawn)	0%	-12	3%	·	-6	-16%	7%	·	·	3
O=C1NCCCCC1NS(=O)(=O)c1cccc(C(F)(F)F)c1 (stereo not drawn)	8%	-7	-13%	-2	4	?	-5%	·	-2%	7
N#Cc1ccccc1S(=O)(=O)N1CCN(c2ccc(S(=O)(=O)N3CCOCC3)cn2)CC1	-2%	17	-2%	1	5	2%	9%	1%	-4%	-13
Cc1csc(NC(=O)c2ccc(N3CCCC3=O)cc2)n1	-4%	?	-15%	-2	·	?	-9%	15%	14%	-1
CC(OC(=O)C1=COCCO1)C(=O)Nc1ccc(Cl)cn1 (stereo not drawn)	0%	2	6%	·	1	10%	6%	·	·	-6
O=c1oc2ccccc2c2c1nnn2CCO	-9%	1	-8%	0	2	5%	0%	6%	-1%	-25
COc1ccc(N=Nc2n(C)c3ccccc3[n+]2C)cc1	?	·	·	-27	·	?	-3%	13%	-12%	8
CN(C)c1ccc(/C=N/NC(=S)NCc2ccco2)cc1	-2%	19	2%[46.1 µM]	0	7	-14%	1%	3%	-4%	0
O=C(Nc1cccc(F)c1)Nc1ccc2c(c1)OCO2	-4%	6	0%	0	-10	?	11%	-1%	10%	-6
Cc1cccc(NC(=O)Nc2c(C)[nH]c(=O)[nH]c2=O)c1C	2%	-1	-7%	5	-9	-1%	-3%	1%	10%	12
C=CCn1c(SCc2nc3sc(C(=O)O)c(C)c3c(=O)[nH]2)nnc1-c1ccc(C(C)(C)C)cc1	23%	13	-13%	8	0	-7%	3%	·	11%	-13
O=C(Nc1ccc(Cl)cc1)Nc1ccc(Br)cn1	-2%	2	14%	0	31	?	0%	-1%	5%	1
COc1ccc2oc(=O)cc(CN3CCN(Cc4ccc(OC)c(OC)c4OC)CC3)c2c1	-3%	-13	-1%	-1	6	-11%	-1%	·	7%	-1
C=CCn1c(SCc2nc3cc(C(F)(F)F)ccc3c(=O)[nH]2)nc2sc(CC)cc2c1=O	-1%	11	-10%[46.1 µM]	4	-10	-1%	3%	2%	-2%	-5
CCOc1cccc(CN2CCC(N3CCC(C(=O)NCC4CCCO4)CC3)CC2)c1 (stereo not drawn)	-3%	7	-1%	·	0	-2%	6%	6%	7%	-10
CCOC(=O)N1CCN(S(=O)(=O)c2ccc(OCC)c(C)c2)CC1	4%	1	17%	3	6	5%	11%	0%	-7%	-6
N=C1C(c2ccccc2)=C(O)CN1c1cccc(S(N)(=O)=O)c1	1%	14	-3%[46.1 µM]	2	3	4%	1%	0%	12%	8
O=C(Nc1ccccc1)c1cccc(N2C(=O)C3C4C=CC(C4)C3C2=O)c1 (stereo not drawn)	1%	-16	4%	·	-6	?	3%	4%	-8%	4
Cn1cnnc1SCC(=O)N/N=C/c1ccc(OCC(N)=O)cc1	-4%	3	0%	1	0	0%	-3%	·	-10%	1
O=C(c1ccccc1)N1CC(COc2ccccc2)OC(c2cccnc2)O1 (stereo not drawn)	3%	-14	-2%	3	3	3%	-1%	0%	-13%	16
COc1ccc(N2CCN(CCNC(=O)c3ccc(NC(=O)C4CCCO4)cc3)CC2)cc1 (stereo not drawn)	-3%	-2	1%	10	4	0%	-1%	0%	0%	-1
Cc1ccc(S(=O)(=O)NCc2ccc(C(=O)N3CCN(c4ccc([N+](=O)[O-])cc4)CC3)cc2)cc1	1%	-7	-2%	·	-29	?	-7%	4%	1%	-18
Cc1ccccc1OCC(O)Cn1c(NCc2ccco2)nc2c1c(=O)n(C)c(=O)n2C (stereo not drawn)	1%	12	·	1	-5	?	3%	8%	1%	-7
CN/C=C1\C(=O)C(C)(C)Oc2ccc3ccc(=O)oc3c21	-1%	-14	1%	4	-6	-2%	-10%	2%	-4%	-7
COc1cccc(N2CCN(C(=O)CSc3ccc(F)cc3)CC2)c1	-6%	8	-2%	1	-30	0%	3%	2%	3%	-4
Cc1cccc2sc(NC(=O)CN3C(=O)c4ccccc4C3=O)nc12	-1%	2	5%[46.1 µM]	1	12	-13%	-3%	2%	1%	-6
O=C(CCc1ccc(S(=O)(=O)NC2CCCCC2)cc1)Nc1ccccc1	-9%	7	5%	-1	0	-18%	2%	-3%	6%	10
c1ccc2c(c1)Cc1cc3ccccc3nc1-2	3%	2	0%	-4&-3	1	?	0%	0%	?	-1
CCOc1ccc(CCNC(=O)c2cc(S(=O)(=O)N3CCOCC3)ccc2C)cc1OCC	-10%	10	3%	·	-13	-13%	1%	·	·	7
COc1ccc(C(=O)NC(=S)Nc2ccc(CN3CCOCC3)cc2)cc1OC	1%	-4	-3%	0	5	?	-9%	0%	-4%	-9

The closing 3 compounds of the part above open the next one.
SMILES	Tb PFK block	Giardia kill	TCR activator	FBPA coupling cs	hERG WT inh	BCR signal inh	A-T KAP1 phos	GALK inhibitor	CXXC DNA block	TSHR antag
c1ccc2c(c1)Cc1cc3ccccc3nc1-2	3%	2	0%	-4&-3	1	?	0%	0%	?	-1
CCOc1ccc(CCNC(=O)c2cc(S(=O)(=O)N3CCOCC3)ccc2C)cc1OCC	-10%	10	3%	·	-13	-13%	1%	·	·	7
COc1ccc(C(=O)NC(=S)Nc2ccc(CN3CCOCC3)cc2)cc1OC	1%	-4	-3%	0	5	?	-9%	0%	-4%	-9
O=C1OCCC1Sc1nc2ccccc2c(=O)n1Cc1ccccc1 (stereo not drawn)	-5%	17	-5%	1	25	4%	-2%	-1%	1%	3
C[C@@]12CCC3[C@@](CCC4[C@@]3(C)CCC[C@@]4(C)C(=O)O)(CC1=O)C2 (stereo partly drawn)	-2%	-25	0%	·	-3	0%	-14%	·	·	9
CN(CC(=O)Nc1c(Cl)cccc1Cl)C(=O)c1sccc1-c1ccccc1	0%	7	-7%	·	-5	?	2%	·	·	-4
CCN1C(=O)N[C@@H](c2ccc(Br)cc2)C(C(C)=O)=C1C	·	-10	-2%	0	-11	·	·	·	·	·
CCN(CC)C(=O)CCS(=O)(=O)c1cccc2nonc12	-2%	-16	20%	1	0	0%	1%	0%	-8%	2
CC(=O)N1CCN(c2ccccc2NC(=O)c2ccc3ccccc3c2)CC1	-16%	-13	-7%	-2	-12	?	-1%	6%	8%	-4
COc1cc2[nH]c(C(=O)NCC3CCCO3)cc2c(OC)c1OC (stereo not drawn)	1%	5	-4%	0	-2	-16%	-2%	·	?	-1
O=C(COC(=O)/C=C/c1cccs1)Nc1ccc(F)cc1	-4%	26	7%	·	13	1%	-3%	·	·	-10
Nc1cc(=O)[nH]c(SCC(=O)Nc2cccc(S(=O)(=O)N3CCCCCC3)c2)n1	-1%	-6	-4%[46.1 µM]	·	-3	-1%	5%	·	·	22
CCOc1cc2[nH]c(=O)n(CCCCC(=O)NCc3ccco3)c(=O)c2cc1OCC	0%	-3	5%[46.1 µM]	-1	12	0%	8%	0%	-8%	10
O=C(Cc1ccc(Cl)cc1)Nc1ccccc1N1CCOCC1	3%	?	-1%	1	-6	12%	6%	2%	-8%	-3

Among those listed so far, 2 have a COOH group.
SMILES	Tb PFK block	Giardia kill	TCR activator	FBPA coupling cs	hERG WT inh	BCR signal inh	A-T KAP1 phos	GALK inhibitor	CXXC DNA block	TSHR antag
C=CCn1c(SCc2nc3sc(C(=O)O)c(C)c3c(=O)[nH]2)nnc1-c1ccc(C(C)(C)C)cc1	23%	13	-13%	8	0	-7%	3%	·	11%	-13
C[C@@]12CCC3[C@@](CCC4[C@@]3(C)CCC[C@@]4(C)C(=O)O)(CC1=O)C2 (stereo partly drawn)	-2%	-25	0%	·	-3	0%	-14%	·	·	9
